ATXN2 expr inh = ATXN2 expression inhibition; AID 1745845; Potency, µM (doses to about 57 µM), inactives show at the top dose activity change, negative = inhibition, actives largely listed as inhibitors; HEK-293 ATXN2-luciferase reporter, luminescence, 24 h; 0.72% of 360,000 active; further: potency means the concentration at half of the fitted maximal effect; on the % scale 0 is the no-effect control and ±100 the full control effect; nearly all actives have a fitted effect of over 55% in size
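ATXN2-luciferase reporter cells (luciferase flanked by upstream and downstream ATXN2 gene portions) were treated 24 h at 37 °C with compounds at up to 57 uM. SteadyGlo luminescence gave expression; GF-AFC fluorescence gave viability.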
EPAC2 agonist = EPAC2 (human) agonism; 0.079% of 360,000 active; EPAC2 activation, biochemical qHTS; response scale: 100% = 6.5 mM cAMP response; Q8WZA2; Potency, µM (highest dose often 154 µM), for the others: at the highest dose activation, usual class: activators; further: potency means the concentration at half of the fitted maximal effect; nearly all actives have a fitted effect of over 50% in size
Target sequence (Q8WZA2 whole entry, looked up): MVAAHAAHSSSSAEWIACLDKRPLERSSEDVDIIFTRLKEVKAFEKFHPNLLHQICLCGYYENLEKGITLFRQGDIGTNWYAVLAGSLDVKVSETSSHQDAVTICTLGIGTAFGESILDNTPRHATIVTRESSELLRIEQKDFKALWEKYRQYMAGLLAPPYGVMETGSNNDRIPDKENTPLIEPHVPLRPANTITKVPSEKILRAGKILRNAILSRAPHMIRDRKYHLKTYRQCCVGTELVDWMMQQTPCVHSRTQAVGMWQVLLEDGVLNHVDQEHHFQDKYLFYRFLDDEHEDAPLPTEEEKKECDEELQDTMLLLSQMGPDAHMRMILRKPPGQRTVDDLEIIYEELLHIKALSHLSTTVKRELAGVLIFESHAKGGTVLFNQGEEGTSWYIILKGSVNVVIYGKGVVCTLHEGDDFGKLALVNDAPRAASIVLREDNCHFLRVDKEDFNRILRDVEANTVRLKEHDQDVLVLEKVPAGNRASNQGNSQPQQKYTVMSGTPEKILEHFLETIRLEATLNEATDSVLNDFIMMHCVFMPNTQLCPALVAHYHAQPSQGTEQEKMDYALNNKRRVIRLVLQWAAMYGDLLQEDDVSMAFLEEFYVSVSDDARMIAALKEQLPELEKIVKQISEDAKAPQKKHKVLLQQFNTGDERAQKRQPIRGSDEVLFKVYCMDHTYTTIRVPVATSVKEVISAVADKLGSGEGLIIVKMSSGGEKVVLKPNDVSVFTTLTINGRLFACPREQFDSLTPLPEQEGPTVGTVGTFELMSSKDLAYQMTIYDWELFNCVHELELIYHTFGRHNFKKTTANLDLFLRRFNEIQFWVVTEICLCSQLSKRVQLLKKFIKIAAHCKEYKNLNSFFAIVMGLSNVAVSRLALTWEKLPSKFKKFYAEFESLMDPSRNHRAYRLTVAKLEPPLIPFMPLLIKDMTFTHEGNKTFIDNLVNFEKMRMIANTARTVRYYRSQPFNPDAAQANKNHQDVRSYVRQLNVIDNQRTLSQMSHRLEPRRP
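Readout is BODIPY fluorescence (480 nm excitation, 540 nm emission), which falls as labeled GDP is exchanged off Rap1B. EPAC2 at 100 nM acted on 250 nM RAP1B-BODIPY-GDP with 50 uM GDP present.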
A549 viability = counter-screen for Nrf2 inhibitors: cytotoxicity in A549 cells; A549 ARE-Fluc cells, CellTiter-Fluor viability, 18-24 h; Potency, µM (titrated, usually from 46 µM), for the others: at the highest dose activity change, negative = cytotoxicity, hits mostly inhibitors; 0.16% of 390,000 active; AID 504648; further: potency means the concentration at half of the fitted maximal effect; on the % scale 0 is the no-effect control and ±100 the full control effect
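A549 ARE-Fluc cells in 5% FBS OPTI-MEM, 5000 cells/well, rested 2 h then exposed to compounds in concentration-response for 18-24 h at 37 °C. Viability by CellTiter-Fluor fluorescence (Ex 405/Em 525) after 30 min; luciferase luminescence (BugLite, 15 min, RT) read afterwards.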
S2 tox = cell viability loss in ATXN counter-screen; Potency, µM (top dose mostly 56.7 µM), hits mostly cytotoxic; 0.49% of 400,000 active; S2 cells (HEK-293 line with an ATXN2-luciferase reporter) viability, CellTiter-Fluor protease fluorescence, 24 h; further: potency means the concentration at half of the fitted maximal effect; nearly all actives have a fitted effect of over 40% in size
Nrf2 inh = Nrf2 pathway inhibition; A549 ARE-Fluc reporter, luciferase luminescence, 18-24 h; Potency, µM (titrated, usually from 46 µM), without a hit: at the highest dose activity change, negative = inhibition, actives largely listed as inhibitors; 2.1% of 360,000 active; AID 504444; further: potency means the concentration at half of the fitted maximal effect; on the % scale 0 is the no-effect control and ±100 the full control effect; nearly all actives have a fitted effect of over 60% in size
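Reporter: ARE-Fluc in A549. Exposure: 18-24 h, 37 °C, 5% CO2, 5% FBS OPTI-MEM. Readouts: fluorescent cytotoxicity (CellTiter-Fluor), then luminescent Nrf2 signal after BugLite.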
IL2 activator = activators of IL-2; 0.065% of 360,000 active; IL-2 activation reporter assay, cell-based qHTS; stimulated with anti-CD3/CD4/CD28 beads; in transgenic mouse T cells; activation, % (series mostly up to about 46 µM); in the data active means activation above about 50%; inconclusive means mostly about 30% to 49%; further: 0% is about no effect
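Using fluorescent plate cytometry, EGFP and DsRed are detected in transgenic mouse T cells stimulated 18 h at 37 degrees C with antibody-coated beads after 60 min compound pretreatment.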
HepG2 tox = HepG2 cytotoxicity, counter-screen for TGF-b inhibitors | AID 588856 | Potency, µM (doses to about 46.1 µM), inactives show at the highest dose activity change, negative = cytotoxicity, hits mostly cytotoxic | HepG2 CAGA-GFP viability, ATP luminescence, 18 h | 0.76% of 410,000 active; further: potency means the concentration at half of the fitted maximal effect; some results filed as inactive show a strong effect at the top dose
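HepG2 CAGA-GFP cells (1000/well, DMEM with 1% FBS) received compound, then TGF-beta at 500 pg/mL final, and were incubated 18 hours at 37 degrees C. Viability was read by CellTiter-Glo luminescence. Media-only wells were set as complete cell-killing and DMSO as no toxicity.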
Nrf2 activator = activators of Nrf2 (ARE) signaling. 0.31% of 410,000 active. AREc32 ARE-luciferase reporter (MCF7-derived line), luminescence, 24 h. Potency, µM (highest dose often 46.1 µM), for inactives: top-dose activation, hits mostly activators; further: potency means the concentration at half of the fitted maximal effect; % of control where 0% means no effect; nearly all actives have a fitted effect of over 65% in size
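Nrf2 activation is followed as ARE-luciferase induction in the AREc32 line after one day of compound treatment; luminescence is read with Steady-Glo.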
TGFb inhibitor = blocks TGF-b signaling; HepG2 CAGA-GFP TGF-b/SMAD3 reporter, GFP fluorescence, 18 h; TGF-beta stimulated, 500 pg/mL final; Potency, µM (doses to about 46.1 µM), inactives show top-dose activity, negative = inhibition, most hits filed as inhibitors; 1.2% of 410,000 active; AID 588855; further: potency means the concentration at half of the fitted maximal effect; on the % scale 0 is the no-effect control and ±100 the full control effect; nearly all actives have a fitted effect of over 65% in size
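First, reporter cells (HEPG2 CAGA-GFP) rested 2 h at 37 degrees C. Next, compounds were pinned in and TGF-beta added to 500 pg/mL final. After 18 h, GFP was imaged per cell and summed per well.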
Starred values were filed as active, the others as inactive; i = inactive; ? = inconclusive; / = not tested or not shown; & = joins results of further samples; [ ] = dose if it differs, or a comment. Unless noted, the call rests on the fitted dose curve; in most records, active means well fitted curve in the direction sought with a large enough effect; inconclusive means small, poorly fitted or top-dose-only effect, or another doubt; inactive means no such curve, though single readings can be large; an effect the other way counts as inactive or inconclusive.

SMILES	ATXN2 expr inh	EPAC2 agonist	A549 viability	S2 tox	Nrf2 inh	IL2 activator	HepG2 tox	Nrf2 activator	TGFb inhibitor
CCN(CC(=O)Nc1c(F)cccc1F)C(=O)COc1ccc2c(c1)CCC2	0%	2%	0%	i	2%	-0.4	0%	-1.1%	-5%
O=C(NC1CCCC1)C(c1ccsc1)N(CCc1ccccc1)C(=O)Cc1cccs1 (stereo not drawn)	/	3%	10%	i	5%	-2.3	-27%	-1.1%	-6%
CCOC(=O)c1c(S(=O)(=O)N2CCC(C(=O)Nc3ccc(C)cc3C)CC2)c(C)n(C)c1C	3%	/	-11%	i	/	/	-3%	-0.8%	1%
C/C=C/C(=O)OCC(=O)Nc1ccc(F)cc1Cl	-12%	5%	-2%	i	6%	-0.3	-14%	5.7%	8%
O=C(CCNS(=O)(=O)c1c(Cl)cccc1Cl)OCC(=O)c1ccccc1F	10%	-9%	-6%	i	-6%	-2.6	7%	-0.5%	-31%
O=C(CN1CCCCCC1)Nc1cccc(Br)c1	5%	3%	4%	i	5%	0.2	-35%	-0.7%	-16%
COc1ccccc1C(=O)OCc1cc(=O)n2nc(C(C)C)sc2n1	10%	/	-2%	i	?	/	2%	5.3%	?
NS(=O)(=O)c1ccc(NC(=O)COC(=O)c2ccc(Cl)cc2[N+](=O)[O-])cc1	/	9%	-15%	i	-29%	0.0	4%	1.6%	0%
COC(=O)NC1(C(F)(F)F)C(=O)Nc2c1c(=O)n(C)c(=O)n2C (stereo not drawn)	-13%	12%	-1%	i	-3%	-3.1	5%	0.2%	14%
O=C(Nc1ccc(Cl)c(Cl)c1)c1ccccc1	84%[activator]	10%	0%	i	?	-0.8	-38%	?	-33%
COC(=O)N(C)C[C@@H]1OCc2cn(nn2)CCCC(=O)N([C@@H](C)CO)C[C@H]1C	1%	4%	/	i	/	1.2	-13%	-0.1%	-9%
CC1(Cc2ccc(F)cc2)C(=O)Nc2c(Cl)cccc21 (stereo not drawn)	-3%	-3%	/	i	/	0.2	8%	2.9%	?
Cc1cc(=O)n2nc(N3CCC(C(=O)NCCc4ccc(Cl)cc4)CC3)sc2n1	-8%	7%	-1%	i	-13%	-2.7	3%	-0.4%	7%
Cc1ccc2c(c1)C(c1ccc(F)cc1)N(C(=O)c1ccc(OC(C)C)cc1)CC(=O)N2 (stereo not drawn)	?	/	-10%	?	7%[9.27 µM]	/	-60%	0.6%	0%
O=C(CSc1nncc2ccccc12)Nc1cccc(C(=O)O)c1	21%	4%	-1%	i	-11%	-3.6	-1%	-0.1%	-1%
NCCCC[C@H]1CNC(=S)N1CC1CCCCC1	1%	15%	1%	i	6%	-0.1	-3%	-0.9%	-25%
CC(C)Cc1n[nH]c(=O)c2c1nnn2Cc1ccccc1F	1%	8%	-5%	i	-6%	-0.3	-10%	-0.1%	0%
O=C(COC(=O)CCC(=O)c1cccs1)Nc1ccc(Cl)cn1	/	7%	-5%	i	-11%	-3.1	0%	-0.1%	-5%
Fc1ccc(Nc2ccnc(Nc3ccc(F)cc3)n2)cc1	24%	-6%	9%	i	3%	0.5	-51%	0.3%	0%
CCC(=O)N1CCN(c2ccccc2NC(=O)Cc2ccc(Cl)cc2)CC1	-16%	13%	-2%	i	-3%	-2.1	-25%	0.2%	?
Cc1oc(-c2ccccc2)[n+]([O-])c1C	-2%	-8%	7%	i	-5%	-1.5	8%	-1.0%	-13%
O=C(N/N=C/c1ccc(Br)o1)/C(=C/c1ccc([N+](=O)[O-])cc1)NC(=O)c1ccccc1	-14%	0%	-9%	i	?	-0.8	-1%	0.2%	3%
COc1cc(C=O)ccc1OCCCOc1ccc([N+](=O)[O-])cc1	-16%	11%	0%	?	-10%	-0.1	-16%	0.4%	-24%
CN(C)C(CNC(=O)c1cccc(S(=O)(=O)N(C)C)c1)c1ccccc1 (stereo not drawn)	9%	-4%	-2%	i	-5%	0.8	-6%	-0.5%	-16%
COc1cc(NC(=O)c2cc(C3CC3)nc3c2c(C)nn3-c2ccccc2)cc(OC)c1	-11%	/	-7%	i	-16%	/	10%	0.7%	7%
COc1cccc(-c2nc3c(c(SCc4ccccc4Cl)n2)Cc2c(CO)cnc(C)c2O3)c1	-4%	/	7%	?	19%	/	-1%	-1.0%	3%
O=C(CCSCc1cnn(-c2ccccc2)c1-n1cccc1)NCc1ccccc1F	/	/	-1%	/	?	/	-38%	-0.9%	-15%
CCOC(=O)c1cnc(SCC(=O)N2CCOCC2)nc1N	10%[11.3 µM]	9%	-1%	i	?	0.2	-4%	2.0%	10%
O=C(O)c1ccc(NC2=C/C(=N/S(=O)(=O)c3cccs3)c3ccccc3C2=O)cc1	/	18%	/	/	/	-3.3	-108%	-4.6%	14µM*
O=C(COc1ccccc1Cl)Nc1ccc(CN2CCOCC2)cc1	-25%	2%	-4%	i	23µM*	-3.7	-12%	2.1%	-16%
CC(C)c1ccc(C(=O)NC(=S)NCc2cccnc2)cc1	9%	5%	7%	i	?	1.8	-25%	1.9%	-9%
COc1cccc(-n2c(=O)c3ccccc3n(CC(=O)NCC3CCCO3)c2=O)c1 (stereo not drawn)	-10%	0%	?	?	5%	-0.4	-1%	2.6%	-27%
COC(=O)c1cc(C)sc1NC(=O)c1ccco1	-9%	10%	9%	i	-4%	-3.1	-8%	17%	1%
Cc1ccc(Nc2cc(C)nc3ncnn23)c(Cl)c1	7%	5%	9%	i	2%	-2.1	-47%	5.0%	-27%
CCOC(=O)C1CCN(c2ncnc3c2nnn3C)CC1	/	/	3%	/	/	/	-9%	-0.2%	39%[activator]
C=CCC(=O)N1CCCC(C(=O)c2ccc(Cl)cc2)C1 (stereo not drawn)	-2%	17%	14%	i	12%	1.9	-5%	0.1%	-3%
CCOCCCn1c(=N)c(C(=O)NC2CCCC2)cc2c(=O)n3cccc(C)c3nc21	1%	/	21%	/	8%	/	-4%	-1.1%	3%
COc1ccc(CNC(=O)C(=O)NCC(c2cccs2)S(=O)(=O)c2ccc(F)cc2)cc1 (stereo not drawn)	-9%	/	1%	i	/	/	-34%	5.0%	-20%
CCCCOc1ccc(S(=O)(=O)NC(=O)C2(C)CCN2C(=O)CCc2ccccc2)cc1 (stereo not drawn)	18%	13%	/	i	/	0.6	-36%	-0.1%	2%
COC(=O)c1cccc(C23CC4(C2)[C@H](CN(Cc2ccc(-c5ccccc5)cc2)[C@@H]4c2ccccc2)C3c2ccc(Cl)nc2)c1 (stereo partly drawn)	9%	-1%	-1%	i	-5%	0.0	-8%	0.6%	-4%
CCOc1cc(CC(=O)N[C@@H](CC(C)C)c2ccccc2N2CCCCC2)ccc1C(=O)O	0%&-6%	-13%	-3%	i	?	0.3	-32%	1.1%	-26%
Cc1cc(C)n2nc(C(=O)NC3CCCc4ccccc43)nc2n1 (stereo not drawn)	-13%	19%	2%	i	?	0.1	-4%	-0.3%	12%
Cc1cc(C)c2c(c1)-c1cc(C)nn1C(c1ccc3c(c1)OCO3)N2 (stereo not drawn)	1%	13%	-6%	i	-7%	-0.2	-18%	0.3%	0%
CC1(Oc2ccccc2-c2ccno2)CCN(Cc2ccc(-c3ccccc3)o2)C1 (stereo not drawn)	-5%	14%	/	i	/	-0.2	-40%	?	?
CC(C)=CCN1CCN(Cc2cccnc2)CC1CCO (stereo not drawn)	/	5%	-1%	i	-7%	2.2	4%	-0.7%	-12%
O=C(CSc1ccc2nnc(-c3ccncc3)n2n1)Nc1ccc2c(c1)OCO2	0%	-1%	-1%	i	10%	0.1	-49%	0.7%	2%
COC(=O)N(C)C[C@@H]1OCc2cnnn2CCCC(=O)N([C@H](C)CO)C[C@H]1C	-8%	15%	/	i	/	-1.6	-7%	-1.1%	10%
COc1ccc2c(c1)NC(=O)CC(c1ccccc1)=N2	15%	2%	-1%	i	0%	-4.4	-2%	0.5%	-14%
O=C(Cc1ncc(C(F)(F)F)cc1Cl)NCCc1ccccc1	-23%	5%	-9%	i	-4%	-0.2	21%	-0.8%	1%
Cc1ccc(NCc2cccn2-c2nnc(N3CCC(C(=O)NCc4ccc(F)cc4)CC3)s2)cc1	/	/	?	/	?	/	-25%	2.5%	/
CCn1c(CCNC(=O)c2ccc(OC)cc2)nnc1SCc1ccc(Cl)cc1Cl	-20%	18%	-13%	i	?	2.7	-29%	3.7%	?
C/C(=N\NC(=O)CSc1nc(C)cc(C)n1)c1cccc([N+](=O)[O-])c1	-3%	0%	3%	i	-7%	-3.1	0%	-0.4%	7%
Cc1ccc(-c2ccc(SCC(=O)Nc3nonc3C)nn2)cc1	24%	-6%	6%	i	/	-2.1	-52%	-0.4%	-1%
COc1ccc(-n2c(SCC(=O)NCCC(C)C)nc3ccsc3c2=O)cc1	2%	-20%	-5%	i	-25%	-1.7	0%	-0.7%	-18%
CC(=O)Nc1cc(-n2cnnn2)ccc1C	9%	18%	4%	i	4%	-2.3	-5%	-0.4%	11%

3 of these compounds, reformatted.
CCn1c(CCNC(=O)c2ccc(OC)cc2)nnc1SCc1ccc(Cl)cc1Cl
  ATXN2 expr inh = -20%
  EPAC2 agonist = 18%
  A549 viability = -13%
  S2 tox = i
  Nrf2 inh = ?
  IL2 activator = 2.7
  HepG2 tox = -29%
  Nrf2 activator = 3.7%
  TGFb inhibitor = ?
C/C(=N\NC(=O)CSc1nc(C)cc(C)n1)c1cccc([N+](=O)[O-])c1
  ATXN2 expr inh = -3%
  EPAC2 agonist = 0%
  A549 viability = 3%
  S2 tox = i
  Nrf2 inh = -7%
  IL2 activator = -3.1
  HepG2 tox = 0%
  Nrf2 activator = -0.4%
  TGFb inhibitor = 7%
Cc1ccc(-c2ccc(SCC(=O)Nc3nonc3C)nn2)cc1
  ATXN2 expr inh = 24%
  EPAC2 agonist = -6%
  A549 viability = 6%
  S2 tox = i
  Nrf2 inh = /
  IL2 activator = -2.1
  HepG2 tox = -52%
  Nrf2 activator = -0.4%
  TGFb inhibitor = -1%
